Bioassay records: PubChem, NCI
All columns: NCI-60 one-dose screen, growth in % after 48 h at 10 µM unless noted; 100 = growth as untreated, 0 = no growth, -100 = all killed.
HCT-15 – HCT-15 colon cancer | hit rate 5.2% among 82,000
SW-620 – SW-620 colon cancer. hit rate 5.2% among 82,000. AID 1794795
COLO 205 – COLO 205 colon cancer; hit rate 7.3% among 79,000; AID 1794742
A498 – A498 renal cancer cells. hit rate 5.4% among 76,000. AID 1794774
HT29 – HT29 colon cancer; hit rate 7.4% among 81,000
HCC-2998 – HCC-2998 colon cancer; hit rate 4.7% among 79,000; AID 1794799
HCT-116 – HCT-116 colon cancer; hit rate 7.3% among 82,000; AID 1794798
SNB-75 – SNB-75 CNS cancer; hit rate 5% among 79,000; AID 1794750
KM12 – KM12 colon cancer cells; AID 1794800; hit rate 5% among 82,000
Numbers without * were called inactive; · = not tested or not shown; [ ] = another dose, or the depositor's remark. How the source made its calls: active means growth percent below 10; inactive means the rest. Rows were taken by chance; 12% or so of the library scored in one or more.

Abbreviations – A = HCT-15; B = SW-620; C = COLO 205; D = A498; E = HT29; F = HCC-2998; G = HCT-116; H = SNB-75; I = KM12
[1] NS(=O)(=O)c1ccc(C(=O)N=Nc2c(O)[nH]c3c(Br)cccc23)cc1
  A = 104	B = 97	C = 111	D = 104	E = 90	F = 115	G = 104	H = 99	I = 68

[2] Cc1ccc2oc(=O)cc(Cn3cnn(-c4ccccc4)c3=O)c2c1
  A = 98	B = 101	C = ·	D = 101	E = 107	F = 92	G = 89	H = 79	I = 102

[3] CCCSc1cc(Cl)nc(N)n1
  A = 102	B = 106	C = 119	D = 111	E = 111	F = ·	G = 107	H = 88	I = 129

[4] CSc1nccc(-c2c(-c3ccc(F)c(OCCc4ccc(F)cc4)c3)nc3sccn23)n1
  A = 34	B = 42	C = 60	D = 47	E = 70	F = 98	G = 35	H = 114	I = 76

[5] CC(C)C[C@@H](NC(=O)[C@@H](Cc1ccccc1)NC(=O)c1cnccn1)B1Oc2ccc(C[C@H](NC(=O)[C@H](Cc3ccc4c(c3)OB([C@@H](CC(C)C)NC(=O)[C@@H](Cc3ccccc3)NC(=O)c3cnccn3)O4)NC(=O)[C@@H](N)CC3CCC4OB([C@@H](CC(C)C)NC(=O)[C@@H](CC5CCCCC5)NC(=O)C5CNCCN5)OC4C3)C(=O)NCCCC[C@@H]3NC(=O)[C@@H](Cc4ccccc4)NC(=O)[C@H](CC(=O)O)NC(=O)CNC(=O)[C@H](CCCNC(=N)N)NC3=O)cc2O1 (some centres not stated)
  A = -49*	B = -49*	C = -73*	D = -96*	E = -62*	F = -96*	G = -69*	H = -64*	I = -51*

[6] CCN(CC)CCOc1ccc(/C(=C(\C)Cc2ccc(OC)cc2)c2ccc(OC(=O)NCc3ccccc3)cc2)cc1
  A = 15	B = 58	C = -56*	D = 85	E = -35*	F = 71	G = 25	H = 59	I = 63

[7] Cc1cc(Cc2cc(C)c(O)c(C)c2)cc(C)c1O
  A = 38	B = 22	C = 104	D = 97	E = 88	F = 74	G = 31	H = 48	I = 39

[8] COc1ccc(Nc2ncccc2C(=O)Nc2nc3ccc(F)cc3s2)cc1
  A = 86	B = 103	C = 124	D = 86	E = 88	F = 100	G = 78	H = 58	I = 92

[9] COc1ccc(-n2ncc3c2CCc2cc(S(=O)(=O)c4ccccc4)c(=O)[nH]c2-3)cc1
  A = 106	B = 106	C = 113	D = 83	E = 105	F = 110	G = 104	H = 85	I = 117

[10] CCOC(=O)c1c(C(=O)c2cn(C)c3ccccc23)c(-c2cn(C)c3ccccc23)n(NC(=O)OC(C)(C)C)c1C
  A = 81[100 µM]	B = 80[100 µM]	C = 108[100 µM]	D = 89[100 µM]	E = 66[100 µM]	F = 96[100 µM]	G = 37[100 µM]	H = 59[100 µM]	I = 54[100 µM]

[11] Cc1nc2sccn2c1-c1nnc(SCc2ccccc2)o1
  A = 89	B = 105	C = 112	D = 88	E = 86	F = 103	G = 92	H = 106	I = 99

[12] CCOC(=O)CCN(CC(=O)OCC)C(C)C
  A = 107	B = 111	C = 103	D = 109	E = 97	F = 99	G = 104	H = 87	I = 110

[13] OCCOCCN(Cc1ccccn1)Cc1cc(I)cc(I)c1O
  A = 24	B = 96	C = 107	D = 90	E = 98	F = 111	G = 73	H = 100	I = 91

[14] Cc1cccc(NC(=O)Nc2cccc(-c3cc(=O)c4ccccc4o3)c2)c1
  A = 87	B = 99	C = 94	D = 85	E = 94	F = 108	G = 88	H = 93	I = 90

[15] CC(C)CCSc1nc(NC2CC2)c(C#N)c(-c2ccc(C(C)C)cc2)n1
  A = 106	B = 114	C = 126	D = 109	E = 108	F = 115	G = 108	H = 111	I = 107

The last 2 records of the part before lead into the next:
Abbreviations – A = HCT-15; B = SW-620; C = COLO 205; D = A498; E = HT29; F = HCC-2998; G = HCT-116; H = SNB-75; I = KM12
[14] Cc1cccc(NC(=O)Nc2cccc(-c3cc(=O)c4ccccc4o3)c2)c1
  A = 87	B = 99	C = 94	D = 85	E = 94	F = 108	G = 88	H = 93	I = 90

[15] CC(C)CCSc1nc(NC2CC2)c(C#N)c(-c2ccc(C(C)C)cc2)n1
  A = 106	B = 114	C = 126	D = 109	E = 108	F = 115	G = 108	H = 111	I = 107

[16] O=NN(CCF)C(=O)N[C@H]1CCCC[C@H]1O
  A = 102	B = 106	C = 101	D = 100	E = 104	F = ·	G = 106	H = 107	I = 102

[17] CC1=C/C(=C(/c2ccccc2S(=O)(=O)O)c2cc(C)c(O)c(CN(CC(=O)O)CC(=O)O)c2C)C(C)=C(CN(CC(=O)O)CC(=O)O)C1=O
  A = 109	B = 105	C = 105	D = 81	E = 100	F = 100	G = 108	H = 97	I = 108

[18] CN(C)c1ccc(C(=O)C(O)c2ccccc2Cl)cc1 (configuration not stated)
  A = 91	B = 103	C = 98	D = ·	E = 106	F = 86	G = 82	H = 83	I = 98

[19] COC(=O)/C(CCC=C(C)C)=C1\[C@@H](OC(C)=O)C[C@@]2(C)[C@H]1C[C@@H](O)[C@H]1[C@@]3(C)CC[C@@H](OCCC#N)[C@@H](C)[C@@H]3CC[C@@]12C
  A = 55	B = 68	C = 46	D = 85	E = 52	F = 96	G = 30	H = 73	I = 51

[20] CS(=O)(=O)Nc1ccc(C(=O)N/N=C/c2ccccc2O)cc1
  A = 33	B = 65	C = 94	D = 84	E = 95	F = 59	G = 41	H = 91	I = 65

[21] COc1ccc(C2CC(=O)Nc3c2ncn3-c2ccc(Cl)cc2)cc1 (configuration not stated)
  A = 88	B = 110	C = 100	D = ·	E = 85	F = 102	G = 78	H = 75	I = 100

[22] COc1ccc(C(=O)CSc2nc(Nc3ccc(S(N)(=O)=O)cc3)c3ccccc3n2)cc1
  A = 99	B = 102	C = 107	D = ·	E = 114	F = 120	G = 102	H = 103	I = 99

[23] N#Cc1c(-c2ccccc2)cc(-c2ccccc2)n(CCCC(=O)NO)c1=O
  A = 19	B = 17	C = 18	D = -6.1*	E = 21	F = 47	G = 7.1*	H = -24*	I = 25

[24] CSc1nnc2c3cc(Cl)ccc3n(C)c2n1
  A = 101	B = 98	C = 114	D = 109	E = 113	F = 103	G = 98	H = 89	I = 101

[25] Cc1ccc2cccnc2c1NS(=O)(=O)c1ccc(Cl)cc1Cl
  A = 94	B = 96	C = 101	D = 85	E = 99	F = 95	G = 95	H = 95	I = 91

[26] Cc1ccc2nc(CC(O)(c3ccccc3)c3ccccc3)ccc2c1
  A = 95	B = 88	C = 103	D = 71	E = 85	F = 102	G = 71	H = 90	I = 99

[27] O=C(N/N=C\c1ccc([N+](=O)[O-])cc1)c1ccc2nc(-c3ccc([N+](=O)[O-])cc3)[nH]c2c1
  A = 110	B = 104	C = 98	D = 120	E = 126	F = 97	G = 101	H = 99	I = 89

[28] O=S(=O)(c1ncsc1-c1ccccc1)N1CCN(c2cccc(Cl)c2)CC1
  A = 76	B = 101	C = 101	D = 88	E = 68	F = 106	G = 74	H = 99	I = 99

[29] CN1C(C)(C)CC(O)(C(=O)O)CC1(C)C
  A = 92	B = 104	C = 107	D = 105	E = 102	F = 102	G = 102	H = 84	I = ·

[30] S=C(S)NNc1ccccc1
  A = 98	B = 103	C = 95	D = 92	E = 102	F = 112	G = 98	H = 79	I = 97

In another format: two of the compounds above
no.	molecule	HCT-15	SW-620	COLO 205	A498	HT29	HCC-2998	HCT-116	SNB-75	KM12
24	CSc1nnc2c3cc(Cl)ccc3n(C)c2n1	101	98	114	109	113	103	98	89	101
25	Cc1ccc2cccnc2c1NS(=O)(=O)c1ccc(Cl)cc1Cl	94	96	101	85	99	95	95	95	91

Quoted from the listing.
In COLO 205, `O=S(=O)(c1ncsc1-c1ccccc1)N1CCN(c2cccc(Cl)c2)CC1` reads 101
In HT29, `Cc1ccc2cccnc2c1NS(=O)(=O)c1ccc(Cl)cc1Cl` reads 99
In HT29, `O=NN(CCF)C(=O)N[C@H]1CCCC[C@H]1O` reads 104
In HCC-2998, `CC1=C/C(=C(/c2ccccc2S(=O)(=O)O)c2cc(C)c(O)c(CN(CC(=O)O)CC(=O)O)c2C)C(C)=C(CN(CC(=O)O)CC(=O)O)C1=O` reads 100
In HCC-2998, `S=C(S)NNc1ccccc1` reads 112
In HCT-116, `Cc1ccc2nc(CC(O)(c3ccccc3)c3ccccc3)ccc2c1` reads 71

Further compounds:
Abbreviations – A = HCT-15; B = SW-620; C = COLO 205; D = A498; E = HT29; F = HCC-2998; G = HCT-116; H = SNB-75; I = KM12
[31] O=C1NC(=Nc2ccc(S(=O)(=O)Nc3ccccn3)cc2)S/C1=C\c1coc2ccccc2c1=O
  A = 99	B = 103	C = 117	D = 91	E = 102	F = 100	G = 104	H = 63	I = 112

[32] CCOC(=O)CSC(SCC(=O)OCC)=C(C#N)NS(=O)(=O)c1ccc(Cl)cc1
  A = 83	B = 92	C = 114	D = 99	E = 91	F = 103	G = 78	H = 83	I = 96

[33] Cc1nc2c(cnn2-c2ccccc2)c(=O)n1-c1ccc(N)cc1
  A = 88	B = 89	C = 97	D = 83	E = 96	F = 108	G = 74	H = 72	I = 85

[34] COc1ccc(NC(=O)CSc2nnc(-c3ccc4nc(-c5ccc(OC)cc5)[nH]c4c3)o2)cc1
  A = 91	B = 105	C = 107	D = 97	E = 109	F = 135	G = 103	H = 98	I = 99

[35] COc1ccc(-c2[nH]ncc2-c2cc(OC)c(OC)c(OC)c2)cc1
  A = 10	B = 24	C = -72*	D = -20*	E = -17*	F = -4.0*	G = 2.6*	H = 49	I = -8.7*

[36] O=C(O)c1ccc(-c2nn(-c3ccc(C(=O)O)cc3)cc2/C=N/NC(=O)c2ccccc2)cc1
  A = 99	B = 102	C = 115	D = 98	E = 102	F = 96	G = 105	H = 88	I = 102

[37] CC(C)C[C@H](NC(=O)[C@H](C)n1ccc2ncccc2c1=O)B(O)O
  A = 96	B = 96	C = 114	D = 110	E = 99	F = 90	G = 94	H = 89	I = 110

[38] CC1CCc2c(sc3nc(SCC(=O)N/N=C/c4cccc(O)c4O)n(-c4ccccc4)c(=O)c23)C1 (configuration not stated)
  A = 86	B = 85	C = 110	D = ·	E = 105	F = 104	G = 86	H = 99	I = 89

[39] Cc1ccc2nc(SCc3ccccc3F)n(-c3ccccc3)c(=O)c2c1
  A = 83	B = 104	C = 116	D = 137	E = 79	F = 109	G = 68	H = 156	I = 94

[40] Cc1ccc(S(=O)(=O)OC2C(C)(C)C(OS(=O)(=O)c3ccc(C)cc3)C2(C)C)cc1 (configuration not stated)
  A = 115	B = 108	C = 99	D = 89	E = 108	F = 102	G = 106	H = 96	I = 107

[41] CC1(C)C2=C(CC[C@@H]1O)[C@@]1(C)C[C@H](c3ccoc3)OC(=O)[C@@H]1CC2
  A = 108	B = 102	C = 98	D = 72	E = 97	F = 91	G = 101	H = 99	I = 113

[42] O=C(O)/C(=C/c1ccc(O)cc1)c1ccccc1
  A = 104	B = 105	C = 120	D = 93	E = 104	F = 96	G = 93	H = 88	I = 107

[43] CCOc1cc(F)c([N+](=O)[O-])cc1[N+](=O)[O-]
  A = ·	B = 20	C = -48*	D = 101	E = 2.7*	F = 99	G = 9.3*	H = 64	I = -45*

[44] O=[N+]([O-])c1ccc(/C=N/Nc2nc3ccccc3[nH]2)cc1
  A = 97	B = 101	C = 96	D = 107	E = 91	F = 99	G = 98	H = 87	I = ·

[45] CCOC(=O)c1nc2ccccc2[nH]c1=O
  A = 105	B = 99	C = 106	D = 100	E = 98	F = 111	G = 109	H = 87	I = 108

Abbreviations – A = HCT-15; B = SW-620; C = COLO 205; D = A498; E = HT29; F = HCC-2998; G = HCT-116; H = SNB-75; I = KM12
[46] CCOC(=O)Nc1ccc(-c2ccc3c(c2)NC(=O)/C3=C\c2ccc[nH]2)cc1
  A = 85	B = 113	C = 125	D = ·	E = 105	F = 86	G = 107	H = 89	I = 64

[47] O=C(Cc1ccccc1)C(F)(F)F
  A = 107	B = 108	C = 104	D = 102	E = 112	F = 108	G = 96	H = 92	I = 103

[48] C=CCOC1=C2CC[C@H](O)[C@@]2(C)CCC1=O
  A = 109	B = 113	C = 108	D = 125	E = 100	F = 97	G = 95	H = 98	I = 96

[49] CCO/C=C1\SC(=S)N(CCc2ccc(OC)c(OC)c2)C1=O
  A = 98	B = 96	C = 113	D = 101	E = 99	F = 99	G = 87	H = 102	I = 62

[50] CCOC(=O)c1nnn(-c2no[n+]([O-])c2-c2ccc(OC)cc2)c1COc1cccc2cccnc12
  A = 22	B = 26	C = -25*	D = 103	E = 3.8*	F = 55	G = 9.5*	H = 73	I = 20

[51] COc1ccc(N=Nc2sc(-n3[nH]c(=O)ccc3=O)nc2C)cc1
  A = 100	B = 97	C = 101	D = 99	E = 114	F = 103	G = 95	H = 91	I = 82

[52] BrCc1c(-c2ccc(Br)cc2)oc(-c2ccc(Br)cc2)c1Br
  A = 109	B = 100	C = 117	D = 96	E = 115	F = 106	G = 102	H = 93	I = 103

[53] CCCCSc1nnc(-c2ccc(-c3ccccc3)nc2C)o1
  A = 93	B = 105	C = 105	D = 85	E = 100	F = 102	G = 96	H = 102	I = 83

[54] CCOC(=O)c1ccc(C(C)(C)C)cc1
  A = 111	B = 107	C = 108	D = 114	E = 109	F = 100	G = 102	H = 102	I = 105
